# B2AR arrestin: beta2AR (human) beta-arrestin recruitment activity | beta-arrestin recruitment to beta2AR, cell-based reporter | Potency, µM (top dose mostly 46.1 µM), for inactives: at the highest dose activation, most hits filed as activators | 330,000 compounds, 0.02% hits | P07550;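 also: potency is read from the fitted curve at half-maximal effect; 0% = DMSO controls and full agonism = EC100 isoproterenol or metaproterenol; nearly all actives have a fitted effect of over 65% in size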
# Eya2 inh: Eya2 (human) phosphatase inhibition; recombinant Eya2, OMFP fluorescence dephosphorylation (OMFP is methylfluorescein phosphate); Potency, µM (highest dose often 76.9 µM), without a hit: at the top dose activity, negative = inhibition, usual class: inhibitors; 330,000 compounds, 0.006% hits; AID 488837; also: potency is read from the fitted curve at half-maximal effect; % is scaled to controls: 0 for no effect and ±100 for the full control effect
#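 Eya2 protein (added as 0.2 uM solution) was preincubated with compound for 10 min at ambient temperature in 50 mM HEPES pH 7.5, 50 mM NaCl, 5 uM MgCl2, 0.05% BSA, 1 mM DTT. OMFP (added at 50 uM) then reacted 10 min; fluorescence read at 485/525 nm.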
# Mito fusion yeast: blocks mitochondrial division or promotes mitochondrial fusion | S. cerevisiae fusion-defective mutant growth rescue, CellTiterGlo 48 h | Potency, µM (titrated, usually from 46.1 µM), without a hit: top-dose growth rescue (activation), usual class: activators | 320,000 compounds, 0.23% hits | AID 485298;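 also: potency is read from the fitted curve at half-maximal effect; % of control where 0% means no effect; nearly all actives have a fitted effect of over 45% in size; temperature-sensitive fusion mutants such as fzo1-1 at 37 °C on non-fermentable ethanol glycerol medium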
#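 Temperature-sensitive fusion-defective S. cerevisiae (e.g. fzo1-1, mgm1-5) were grown with compound in YPEG medium (3% ethanol, 3% glycerol) for 48 hours at 37C. Growth rescue was measured as viability by CellTiterGlo luminescence after 10 minutes at ambient.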
# Tb PFK inh: blocks T. brucei phosphofructokinase | Potency, µM (series often up to 57.5 µM), inactives show top-dose activity, negative = inhibition, hits mostly inhibitors | O15648 | T. brucei PFK, ADP-Glo luminescence | 330,000 compounds, 0.17% hits;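 also: potency is read from the fitted curve at half-maximal effect; 0% = uninhibited 1x PFK enzyme wells and -100% = no-enzyme wells; nearly all actives have a fitted effect of over 60% in size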
#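 In TEA buffer at pH 8.0 with 5 mM MgCl2, enzyme (1.25 nM) converted F6P (0.5 mM) and ATP (0.1 mM) for 45 min at room temperature. ADP product was read by luciferase luminescence.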
# TCR activator: T cell receptor activation; primary human leukocytes, anti-CD3, IL-2 HTRF, 48 h; Potency, µM (highest dose often 9.22 µM), inactives show top-dose activation of IL-2 secretion, hits mostly activators; 330,000 tested, under 10 active; AID 504894; also: % of control where 0% means no effect
#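 1) Mix primary human leukocytes, a-CD3 beads and compound. 2) Incubate 48 hr. 3) Add HTRF IL-2 reagents (a-IL-2-K, a-IL-2-d2).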
# Chronic BCR inh: inhibitors of chronic active B-cell receptor signaling | ABC-DLBCL IkBa-CBG/CBR reporter, luminescence ratio, 4 h | Potency, µM (series often up to 46.1 µM), without a hit: at the highest dose ratio change, negative = lower green/red ratio, hits mostly inhibitors | 340,000 compounds, 0.05% hits | AID 493014; active = well fitted inhibition curve with a large enough effect in the signal ratio, with a control signal flat, not every such curve was filed as active; inconclusive = small, poorly fitted or top-dose-only effect, or effect the other way, or a change in a side signal; the % refers to the signal ratio;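 also: potency is read from the fitted curve at half-maximal effect; plate controls were basal doxycycline-induced cells for no effect and cells given 10 µM MG132 for full effect; MG132 reads +100%, hits lower the ratio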
#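 TMD8 ABC-DLBCL cells carrying doxycycline-inducible green luciferase fused to IkappaBalpha plus unfused red luciferase were exposed to compounds (up to 46 uM) for 4 hrs at 37C. Activity came from the overlap-corrected green/red luminescence ratio.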
# USP2a inh: blocks human ubiquitin-specific protease USP2a; 330,000 compounds, 0.01% hits; O75604; USP2 core, Ub-CHOP2 coupled fluorogenic reporter, 485/531; Potency, µM (series often up to 38.3 µM), inactives show at the top dose activity change, negative = inhibition, actives largely listed as inhibitors; AID 463254;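 also: potency is read from the fitted curve at half-maximal effect; plate controls were DMSO wells for no effect and full inhibition by NEM control for full effect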
# Target sequence (O75604 whole entry, looked up): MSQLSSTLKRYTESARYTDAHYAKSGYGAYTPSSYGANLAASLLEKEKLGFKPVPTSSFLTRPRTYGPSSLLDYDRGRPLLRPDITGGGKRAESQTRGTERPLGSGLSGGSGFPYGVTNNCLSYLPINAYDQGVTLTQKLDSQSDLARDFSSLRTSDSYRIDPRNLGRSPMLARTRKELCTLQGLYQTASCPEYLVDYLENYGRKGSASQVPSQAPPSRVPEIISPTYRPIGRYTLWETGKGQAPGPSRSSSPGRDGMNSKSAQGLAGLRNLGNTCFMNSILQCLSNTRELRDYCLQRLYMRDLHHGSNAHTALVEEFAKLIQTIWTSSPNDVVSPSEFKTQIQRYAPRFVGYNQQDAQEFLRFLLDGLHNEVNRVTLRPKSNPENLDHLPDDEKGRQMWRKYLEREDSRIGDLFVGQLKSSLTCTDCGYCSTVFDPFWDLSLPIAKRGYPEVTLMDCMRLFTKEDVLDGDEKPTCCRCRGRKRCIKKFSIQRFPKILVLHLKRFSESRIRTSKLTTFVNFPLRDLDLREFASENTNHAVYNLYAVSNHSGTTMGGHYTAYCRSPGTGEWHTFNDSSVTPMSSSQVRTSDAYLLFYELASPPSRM
#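 USP2 core (10nM final) preincubated 30min RT with compound in 20mM Tris-HCl pH 8.0, 2mM CaCl2, 2mM beta-mercaptoethanol, 0.05% CHAPS; 25nM Ub-CHOP2 plus 25nM reporter substrate added, fluorescence (Ex485/Em531) read after 60min.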
# ELG1 repair inh: blocks ELG1-dependent DNA repair in HEK293T cells; HEK293T ELG1-luciferase reporter, luminescence, 16 h; DNA damage induced by 5-fluorouridine; Potency, µM (titrated, usually from 46.1 µM), for the others: at the highest dose activity change, negative = inhibition, most hits filed as inhibitors; 330,000 compounds, 2.3% hits; AID 504467; also: potency is read from the fitted curve at half-maximal effect; % is scaled to controls: 0 for no effect and ±100 for the full control effect; nearly all actives have a fitted effect of over 55% in size
#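 Quantitative HTS, concentration-response format. 2,000 cells/well co-treated with 5-fluorouridine and compound, 16 hr in 5% CO2 at 37 °C; ONE-Glo luminescence read after 30 min.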
# TSG101-PTAP inh: blocks PTAP/TSG101 interaction to inhibit HIV-1 budding; Q99816; Fluorescence polarization, FITC-PTAP peptide / Tsg101 binding; Potency, µM (top dose mostly 115 µM), for the others: top-dose activity change, negative = inhibition, hits mostly inhibitors; 340,000 tested, under 10 active; active = well fitted inhibition curve with a large enough effect in the main read-out, with a control signal flat, not every such curve was filed as active; inconclusive = small, poorly fitted or top-dose-only effect, or effect the other way, or a change in a side signal; inactive = no such curve, though single readings can be large or run the other way; also: potency is read from the fitted curve at half-maximal effect; % of control where 0% means no effect
# Target sequence (Q99816 whole entry, looked up): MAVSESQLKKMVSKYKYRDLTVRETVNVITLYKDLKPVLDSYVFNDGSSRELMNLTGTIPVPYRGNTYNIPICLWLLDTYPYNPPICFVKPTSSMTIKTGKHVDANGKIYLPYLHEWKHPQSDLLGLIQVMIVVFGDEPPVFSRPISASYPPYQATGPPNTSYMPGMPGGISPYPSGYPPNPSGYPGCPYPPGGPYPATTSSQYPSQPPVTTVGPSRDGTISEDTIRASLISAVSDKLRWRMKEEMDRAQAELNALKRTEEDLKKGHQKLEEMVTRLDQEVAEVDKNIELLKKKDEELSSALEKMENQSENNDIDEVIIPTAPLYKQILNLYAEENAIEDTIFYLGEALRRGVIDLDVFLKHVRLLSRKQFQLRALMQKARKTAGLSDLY
#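 Fluorescence polarization binding of Tsg101 binding domain (10 uM final) to FITC-labeled PTAP peptide (50 nM final) in HEPES pH 7.5 buffer with NaCl, Tween 20, EDTA, TCEP. Compounds added before peptide; binding 20 min at RT.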
# TSHR antag: human thyrotropin receptor antagonism. TSHR-expressing cells, TSH-stimulated cAMP HTRF, 2 h; active compounds read low. activity change, negative = inhibition, % at 11.5 µM. 330,000 compounds, 0.2% hits. AID 504810;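 active = activity change below a set negative limit, meaning inhibition stronger than a set level, cut at about -70% in these data; inconclusive = activity change between two set negative limits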; also: % is scaled to controls: 0 for no effect and ±100 for the full control effect
#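 Cell-based HTRF cAMP assay; TSHR cells + compound, TSH EC80 (4nM final), 2 h, 37 deg C. Lysis with anti-cAMP cryptate and cAMP-d2, 30 min RT, read 665/620 nm.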
# uPA surface inh: inhibitors of cell surface uPA generation | cell surface uPA generation assay, qHTS | Potency, µM (highest dose often 38.3 µM), for inactives: at the top dose activity change, negative = inhibition, hits mostly inhibitors | 330,000 compounds, 0.31% hits | AID 540303; active = well fitted inhibition curve with a large enough effect; inconclusive = small, poorly fitted or top-dose-only effect; inactive = no such curve, though single readings can be large or run the other way; tested in mouse RAW 264.7 cells; also: potency is read from the fitted curve at half-maximal effect; % is scaled to controls: 0 for no effect and ±100 for the full control effect; nearly all actives have a fitted effect of over 55% in size
# Numbers without * were called inactive; ? = inconclusive; / = no result given; [ ] = remark or other dose. Unless noted, calls follow the shape of the dose curve; as a rule, active = well fitted curve in the direction sought with a large enough effect; inconclusive = small, poorly fitted or top-dose-only effect, or another doubt; inactive = no such curve, though single readings can be large; an effect the other way counts as inactive or inconclusive.
SMILES,B2AR arrestin,Eya2 inh,Mito fusion yeast,Tb PFK inh,TCR activator,Chronic BCR inh,USP2a inh,ELG1 repair inh,TSG101-PTAP inh,TSHR antag,uPA surface inh
COc1ccc(S(=O)(=O)Nc2ccccc2C)cc1,0.1%,11.7%,-1.6%,3.2%,-18.7%,-8.5%,3.1%,-12.4%,-10.9%,-0.8,-11.0%
O=C(N/N=C/c1ccccc1Cl)c1n[nH]c2c1CCCC2,-1.7%,-15.9%,2.8%,-5.0%,2.9%[46.1 µM],?,3.7%,?,-6.0%,12.3,?
N#CCC(=O)Nc1ncn(Cc2ccccc2Cl)n1,-0.1%,-16.2%,-0.6%,0.9%,-4.7%,2.0%,2.2%,6.7%,-0.8%,-4.3,4.6%
CC(=O)C1C(c2cccc(Oc3ccccc3)c2)NC(=O)NC1(O)C(F)(F)F (configuration not stated),0.1%,-8.1%,-3.7%,3.1%,-2.8%,-8.7%,0.9%,-3.9%,-1.4%,5.5,2.7%
C=C[C@@H]1c2cc(C)ccc2N(S(=O)(=O)c2ccc(C)cc2)[C@H](c2ccccc2)C1(C#N)C#N,-0.1%,-36.4%,7.2%,1.1%,2.9%,-8.9%,-0.1%,8.1%,-0.2%,79.6,-22.3%
CCCC(=O)C1=C(O)C(C(=O)OC)C(C)(C)CC1=NCCCCCC(=O)O (configuration not stated),-1.9%,19.6%,-0.2%,-2.2%,-5.7%,3.9%,1.5%,-13.9%,0.3%,-11.5,1.7%
CCOc1cc(C2C(C(=O)OC)=CN(Cc3ccc(Cl)cc3)C=C2C(=O)OC)ccc1O,-0.2%,-0.6%,7.6%,0.4%,0.9%,-8.9%,2.8%,-24.8%,0.1%,-10.7,7.3%
Cc1nn(-c2ccc(Cl)c(Cl)c2Cl)c(=O)c2ccccc12,0.0%,-6.5%,27.3%,-1.5%,5.9%,?,-0.6%,1.6%,-4.3%,-15.1,-1.8%
COc1ccc(C(=O)NCCC2=CCCCC2)cc1,-2.2%,3.0%,-1.5%,6.2%,1.0%[46.1 µM],?,3.4%,?,-6.3%,5.6,-4.4%
COc1ccc(CS(=O)(=O)CC(C)(O)c2ccc(Cl)cc2)cc1 (configuration not stated),-0.7%,-4.7%,13.2%,9.8%,-2.7%,?,-0.8%,-11.6%,-6.5%,0.1,0.9%
COc1ccc(C2(CNC(=O)C(c3ccccc3)c3ccccc3)CCOCC2)cc1OC,3.2%,-1.1%,-3.2%,0.2%,0.6%[46.1 µM],-6.0%,-3.9%,-16.7%,-6.3%,-6.6,-7.5%
CC1(C)Cc2c(C#N)c(SCCC#N)nc(N3CCOCC3)c2CS1,-0.3%,15.5%,12.2%,1.0%,5.8%,?,4.9%,?,?,-11.7,3.5%
COc1ccccc1COc1ccc2c(C)c(CCC(=O)O)c(=O)oc2c1C,0.0%,8.6%,11.7%,0.4%,6.1%,-2.2%,-0.1%,14.6%,-4.4%,-11.6,-7.0%
CSc1nc(-c2ccccc2)nn1C(=O)c1ccccc1,0.1%,6.6%,2.2%,-1.0%,-1.2%,1.2%,0.3%,14.1%,-9.7%,-20.3,-2.2%
Nc1nc(-c2ccco2)nn1C(=O)c1ccc([N+](=O)[O-])cc1,0.0%,0.4%,1.6%,0.2%,2.0%,0.4%,0.7%,8.3%,-0.4%,-4.5,3.5%
CCn1c(C)c(C(C)=O)c(N2CCN(c3ccc(OC)cc3)CC2)nc1=S,-0.1%,-3.4%,-1.6%,3.0%,3.0%,4.8%,6.7%,-1.7%,-0.4%,0.9,-7.6%
O=[N+]([O-])c1ccc(COc2ccc(-c3[nH]ncc3-c3ccccc3)c(O)c2)cc1,5.3%,-8.8%,5.5%,0.0%,-1.4%[46.1 µM],?,3.3%,-0.8%,-2.4%,-20.8,2.5%
O=C1OC(OC(=O)c2ccccc2Br)C(N2CCOCC2)=C1Cl (configuration not stated),-1.0%,2.6%,2.6%,-0.3%,4.8%,?,-0.4%,8.3%,-0.4%,16.2,-3.8%
CCOC(=O)C1(Cc2ccccc2C)CCCN(S(C)(=O)=O)C1 (configuration not stated),0.4%,12.6%,2.9%,1.4%,0.3%,4.0%,0.0%,-23.4%,0.1%,5.2,19.5%
O=C(CS(=O)(=O)Cc1ccccc1)N1CCN(Cc2ccc3c(c2)OCO3)CC1,-0.1%,6.1%,-4.5%,-0.2%,/,-1.3%,1.4%,-18.3%,-4.9%,-7.7,-1.1%
O=C(CCc1c[nH]c2ccccc12)NCCc1ccccc1,-0.5%,10.4%,6.0%,-3.4%,-3.5%,?,0.0%,0.0%,0.5%,5.0,4.8%
CC(C(=O)NC1CC(C)(C)NC(C)(C)C1)c1ccc([N+](=O)[O-])cc1 (configuration not stated),-0.2%,-1.4%,-2.9%,0.1%,-2.4%,1.6%,11.6%,6.7%,-0.1%,-2.3,4.8%
Cc1cnc(NC(=O)CSc2nnc(-c3ccccc3)o2)s1,-0.5%,4.2%,2.0%,3.4%,-0.3%[46.1 µM],?,-1.5%,?,-2.1%,-11.9,-5.8%
COc1ccc(N(CC(=O)NCCSc2ccc(C)cc2)S(=O)(=O)c2ccccc2)c(OC)c1,0.0%,-8.0%,15.9%,-0.2%,-7.5%,17.1%,-1.1%,?,-0.1%,-13.2,-0.1%
COc1ccc2nc(Sc3c([N+](=O)[O-])nc(C)n3Cc3ccccc3)[nH]c2c1,-0.6%,-2.4%,-3.5%,1.9%,6.5%,-9.4%,-0.7%,-7.2%,-17.8%,1.5,-9.1%
# (cont.)
SMILES,B2AR arrestin,Eya2 inh,Mito fusion yeast,Tb PFK inh,TCR activator,Chronic BCR inh,USP2a inh,ELG1 repair inh,TSG101-PTAP inh,TSHR antag,uPA surface inh
COCCOc1nc2c(c(=O)n(C)c(=O)n2C)n1Cc1cccc(OC)c1,-0.1%,-27.6%,5.2%,1.1%,-0.5%,18.6%,3.1%,?,-2.8%,-9.8,-8.5%
Cc1cc(Cl)cc(C)c1OCC(=O)NC1CCCCCC1,0.0%,-7.1%,/,1.2%,/,0.3%,3.9%,0.0%,-5.6%,/,-1.9%
CC(/C=N/NC(=O)c1cc(-c2ccc(C)s2)[nH]n1)=C\c1ccccc1,-0.1%,6.6%,15.7%,14.6%,-2.6%[46.1 µM],-11.1%,-0.2%,?,1.7%,-1.6,-12.1%
COc1ccccc1OCCNC(=O)CN(c1cccc(C)c1)S(=O)(=O)c1ccccc1,0.3%,-5.5%,-3.3%,0.4%,2.7%,?,1.4%,?,-2.5%,-18.6,6.4%
CCOc1ccc(C(=O)NCC(=O)OC(C)C(=O)NCc2ccco2)cc1OCC (configuration not stated),-0.4%,-6.5%,-0.1%,-0.9%,0.1%,-0.2%,2.0%,0.5%,-5.8%,-4.7,0.2%
O=C(Nc1nccs1)c1cc([N+](=O)[O-])ccc1Cl,-0.3%,-6.4%,-3.6%,-1.0%,2.1%,?,0.9%,9.9%,-3.9%,0.3,?
CCN(CC)c1ccc(NC(=O)c2ccccn2)cc1S(=O)(=O)Nc1ccccc1OC,-0.3%,-13.4%,6.7%,-11.3%,-5.2%,-12.0%,2.5%,8.2%,0.6%,-10.6,2.1%
CCC(C)n1c(SCc2ccccc2)nc2ccsc2c1=O (configuration not stated),-0.9%,-11.3%,7.2%,3.6%,7.5%[46.1 µM],?,1.1%,4.2%,1.6%,-5.8,-2.2%
COc1ccccc1NC(=O)CC1CCCC1,-0.4%,2.0%,9.8%,0.3%,-3.4%,-0.5%,2.1%,0.0%,-0.5%,-0.9,-2.0%
CC(=O)c1ccc(NC(=O)c2c(C)nn(-c3ccccc3)c2Cl)cc1,0.0%,-2.5%,2.0%,-0.2%,2.3%,-13.9%,0.9%,-6.4%,1.5%,-2.7,1.6%
O=C(COc1ccccc1)NCC(=O)N/N=C/c1ccco1,-1.6%,-4.1%,-0.9%,3.9%,-6.7%[46.1 µM],8.6%,-0.1%,22.0%,-1.4%,3.4,0.9%
CC(C)CC1NC(=O)c2cc(Cl)ccc2-n2c1nc1cc(F)ccc1c2=O (configuration not stated),0.0%,-6.9%,/,-3.8%,/,5.9%,-0.8%,?,/,-7.3,/
O=C(Cn1cc2c(n1)CCCC2)N1CCCC1,3.4%,-7.1%,1.2%,-6.0%,-0.4%,-9.7%,4.4%,16.0%,0.7%,-4.8,5.3%
CCOc1ccc(C(=O)NCC(=O)Nc2ccc3c(c2)OCO3)cc1OCC,0.2%,-7.9%,-1.1%,7.2%,0.2%,-28.5%,-2.6%,19.4%,0.2%,-2.8,0.8%

# Screening data as filed in PubChem.
